# Rev-erbA mod: modulates human Rev-erb alpha binding to DNA. Rev-erbα–FITC-DNA binding, fluorescence polarization, 90 min. activity, % at 10 µM. P20393. 0.79% of 370,000 active. AID 1259318;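 active = activity above about 14%, limit read from the data; passing the limit was not always enough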;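 note: 0% = DMSO wells with 35 nM protein and 100% = DMSO wells with 750 nM protein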
# PRMT1 inh: PRMT1 (human) inhibition, primary screen. Q99873. recombinant PRMT1, activity-based probe fluorescence polarization. inhibition, % at 2.79 µM. 1.3% of 370,000 active. AID 652257;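 active = inhibition above about 21% made by adding two undisclosed values, limit read from the data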
# mABHD4 FP: ABHD4 (mouse) inhibition, primary FP screen; Q8VD66; purified mABHD4, FP-Rh probe fluorescence polarization; inhibition, % at 8.92 µM; 0.54% of 370,000 active;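 active = inhibition exceeding the mean over every tested compound plus 3 SD, cut at about 30% in these data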;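 note: 0% = plate median of compound wells and 100% = S159A mutant with DMSO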
# Target sequence (Q8VD66 whole entry, looked up): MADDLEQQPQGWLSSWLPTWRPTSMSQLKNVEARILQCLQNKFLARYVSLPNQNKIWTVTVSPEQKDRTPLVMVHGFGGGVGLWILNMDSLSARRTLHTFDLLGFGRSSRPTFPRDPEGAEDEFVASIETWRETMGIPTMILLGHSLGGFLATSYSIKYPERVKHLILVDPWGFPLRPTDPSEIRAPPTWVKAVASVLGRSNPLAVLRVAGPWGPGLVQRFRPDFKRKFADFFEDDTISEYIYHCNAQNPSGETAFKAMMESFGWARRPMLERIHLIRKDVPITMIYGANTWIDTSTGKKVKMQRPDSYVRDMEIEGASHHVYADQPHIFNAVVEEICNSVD
#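 assay system = mABHD4 protein | compound dosing = single nominal dose of 8.92 µM, 0.89% DMSO final | read-out basis = percent inhibition of probe binding, normalized to plate controls | schedule = Enzyme–compound pre-incubation 45 min, then probe 60 min, both 25 °C | detection = fluorescence polarization, excitation 525 nm, emission 598 nm, BODIPY TMR filters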
# UHRF1 MBD2 ctr: UHRF1 methyl-DNA binding inhibition; 0.75% of 370,000 active; Q96T88; AID 687016; UHRF1 binding to methylated oligo, TR-FRET; inhibition, % at 4.4 µM; in the data active = inhibition above about 21%;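 note: UHRF1 SRA domain binding a hemimethylated CpG hairpin DNA probe; 0% = median of test compound wells and 100% = reference inhibitor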
# LEDGF integ inh: blocks HIV-1 LEDGF/p75-dependent DNA integration; TR-FRET IN-LEDGF/p75 DNA integration, Eu/Cy5; inhibition, % at 3.7 µM; 0.64% of 370,000 active; AID 743269;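 active = inhibition above the screen-wide mean plus 3 SD, cut at about 13% in these data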;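 note: signal is the Cy5 over europium emission ratio at 671 and 618 nm; 0% = plate median of compound wells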
# HTRA1 inhibitor: HTRA1 (human) protease inhibition; 0.5% of 340,000 active; inhibition, % at 5.96 µM; recombinant HTRA1, FP-rhodamine activity-based probe, fluorescence polarization; AID 504803; in the data active = inhibition above about 36%;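 note: 0% = enzyme with DMSO and 100% = wells lacking enzyme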
# PG9 Ab binder: PG9 antibody binding by small molecule; AID 624416; inhibition, % at 6.7 µM; 0.43% of 360,000 active; TR-FRET gp120-PG9 antibody binding; in the data active = inhibition above about 8.5%
# TCR CD3 inh: inhibitors of human TCR-CD3 interaction | TAMRA-labeled TCR probe fluorescence, biochemical | inhibition, % at 9.4 µM | 0.37% of 360,000 active; in the data active = inhibition above about 19%;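 note: recombinant mutant TCR 2C K166C tagged with TAMRA read by polarization; 0% = receptor in buffer alone and 100% = receptor with positive control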
# rCAG RNA binder: molecules binding r(CAG) RNA repeats | r(CAG) RNA repeat, TO-PRO-1 dye displacement fluorescence | inhibition, % at 3 µM | 1.3% of 370,000 active;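 active = inhibition above the plate cutoff, the mean of all test compounds on that plate plus 3 SD, cut at about 35% in these data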;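 note: 0% = DMSO alone and 100% = 100 µM mitoxantrone as full dye displacement; higher means more dye released from RNA so lower well fluorescence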
# MBD2 DNA inh: MBD2-methylated oligo binding inhibition | AID 686964 | 0.31% of 370,000 active | TR-FRET, MBD2 binding to methylated oligonucleotide | inhibition, % at 4.4 µM | Q9UBB5; in the data active = inhibition above about 13%
# Target sequence (Q9UBB5 whole entry, looked up): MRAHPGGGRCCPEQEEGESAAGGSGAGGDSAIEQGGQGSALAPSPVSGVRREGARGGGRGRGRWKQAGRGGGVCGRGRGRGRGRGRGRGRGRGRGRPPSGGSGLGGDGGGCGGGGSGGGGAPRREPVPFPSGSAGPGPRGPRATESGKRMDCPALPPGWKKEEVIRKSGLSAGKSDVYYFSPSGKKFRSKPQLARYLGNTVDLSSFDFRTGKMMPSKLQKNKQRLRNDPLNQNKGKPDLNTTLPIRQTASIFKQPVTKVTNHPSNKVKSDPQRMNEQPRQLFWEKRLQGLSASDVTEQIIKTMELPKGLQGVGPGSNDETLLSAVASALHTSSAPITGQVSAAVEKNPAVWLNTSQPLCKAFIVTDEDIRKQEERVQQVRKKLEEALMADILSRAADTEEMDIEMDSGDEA
# * hit, by the source's call; · = no result given. This is a subset. The share of hits here may be higher or lower than overall.
SMILES,Rev-erbA mod,PRMT1 inh,mABHD4 FP,UHRF1 MBD2 ctr,LEDGF integ inh,HTRA1 inhibitor,PG9 Ab binder,TCR CD3 inh,rCAG RNA binder,MBD2 DNA inh
Cc1noc(C)c1COc1ccc(C(=O)NCCc2ccc(S(N)(=O)=O)cc2)cc1,-7,-3,-2,-1,1,-7,-2.2,3,2,2
Cc1ccc(NC(=O)Cn2nnc(C(=O)NCc3ccco3)c2N)cc1,-4,0,-2,0,-1,6,-1.8,6,0,-6
C(=N\n1cnnc1)/c1cccc(Oc2ccccc2)c1,4,-1,2,3,1,-2,-1.3,3,-2,2
CCCCCCCCCC(=O)N/N=C(\C)c1cccnc1,0,-1,0,-2,-2,-2,0.0,9,-5,-5
Cc1ccc(S(=O)(=O)N2CCN(C(=O)COC(=O)c3ccc(Cl)c(S(N)(=O)=O)c3)CC2)c(C)c1,0,-1,-1,1,8,-9,0.4,3,7,1
O=C(CCc1ccccc1)N1CCCC(Nc2ccc(F)cc2)C1 (stereo not drawn),4,-6,-3,23*,6,0,-1.9,5,-2,9
Cc1ccc(C)c(OCCC(=O)OCC(=O)Nc2ccc(Cl)cn2)c1,0,3,-9,5,-6,-7,3.5,5,2,4
COc1cc(C(=S)N2CCOCC2)cc(OC)c1OC(=O)c1ccccc1Cl,-5,4,-7,0,-2,-5,-1.0,7,1,0
CC1CCCCC1NC(=O)COC(=O)c1ccc(S(=O)(=O)N2CCOCC2)cc1 (stereo not drawn),4,-2,-2,-2,-5,8,-1.4,1,-4,-4
C[C@]12c3[nH]c4cc(-c5ccco5)ccc4c3CCN1C(=O)[C@@H](CC(=O)NCCCn1ccnc1)C[C@@H]2C(=O)N1CCCCC1,-2,2,4,8,-5,2,1.0,-9,5,4
Nc1c2c(=O)[nH]c(O)cc2nn1-c1ccccc1,2,0,4,7,16*,1,-0.5,1,6,-4
CSc1nc(COC(=O)NC(C)C)c(COC(=O)NC(C)C)n1Cc1ccccc1,-7,-5,6,-2,3,·,-1.7,1,-1,1
CN(CCN1CCOCC1)C(=O)c1cc(COc2ccc(F)cc2Cl)on1,-5,0,1,2,0,-4,-0.2,1,2,1
COC(=O)[C@]12C[C@H](CC(=O)N3CCN(C(=O)c4ccco4)CC3)C(=O)N(Cc3ccccc3)C1=C[C@H](C1CCCC1)O[C@@H]2C,-2,-2,-5,-2,7,·,-0.7,4,4,-8
Cc1cc(C)nc(SCc2nc3nc(C)cc(C)n3c2Br)n1,-1,10,-4,9,3,6,-0.8,1,-4,4
CC(=O)N1CCN(CC(=O)Nc2ccc([N+](=O)[O-])cc2Br)CC1,-1,3,6,-1,-5,5,0.5,-1,-4,-2
O=C(Nc1ccc2c(c1)OCO2)C1CC(c2ccc(Cl)cc2)=NO1 (stereo not drawn),-2,-1,-2,-3,-1,-5,-0.7,2,-5,3
COc1cccc(NC(=O)c2ccc[n+](C)c2)c1,-1,-7,2,-2,5,5,-1.8,-2,-2,-3
COC(=O)c1c(SCc2ccc(C#N)cc2)nc(=O)[nH]c1C,7,-5,5,-2,1,2,1.4,-9,7,-2
O=c1[nH]nc(Cc2ccc(-c3ccc(Cl)cc3)o2)c2ccccc12,2,-3,2,-1,1,0,2.4,3,2,1
COc1cc(C(=O)CCc2ccc3c(c2)OCO3)cc(OC)c1OC,-2,-3,-4,-1,4,-3,0.5,6,1,3
Cc1nc(NC(=O)CSc2nnnn2Cc2ccccc2)sc1C,2,2,-3,1,1,-4,-1.2,14,0,-2
O=C(c1ccc2c(c1)OCO2)N1CCC(Oc2cccnc2)CC1,1,5,-1,1,-4,·,·,·,0,1
CN(C)c1ccnc(SCc2ccccc2Cl)c1C#N,2,0,-2,1,2,-31,-1.1,6,0,3
COc1ccc(N(CC(=O)Nc2c(C)n(C)n(-c3ccccc3)c2=O)S(=O)(=O)c2ccc(C)cc2)cc1OC,-3,1,6,1,-1,6,-1.2,3,-3,3

# Reformatted tab-delimited: 2 of the compounds above.
smiles	Rev-erbA mod	PRMT1 inh	mABHD4 FP	UHRF1 MBD2 ctr	LEDGF integ inh	HTRA1 inhibitor	PG9 Ab binder	TCR CD3 inh	rCAG RNA binder	MBD2 DNA inh
Cc1nc(NC(=O)CSc2nnnn2Cc2ccccc2)sc1C	2	2	-3	1	1	-4	-1.2	14	0	-2
O=C(c1ccc2c(c1)OCO2)N1CCC(Oc2cccnc2)CC1	1	5	-1	1	-4	·	·	·	0	1

# (further entries)
SMILES,Rev-erbA mod,PRMT1 inh,mABHD4 FP,UHRF1 MBD2 ctr,LEDGF integ inh,HTRA1 inhibitor,PG9 Ab binder,TCR CD3 inh,rCAG RNA binder,MBD2 DNA inh
CCCSc1sc(C(=O)OC)c(-c2cccs2)c1C#N,2,7,-11,8,5,·,-0.6,-5,-2,8
Cc1c(OC(C)C(=O)NCc2ccncc2)ccc2c3c(c(=O)oc12)CCC3 (stereo not drawn),4,-3,-1,0,-1,6,-0.5,6,-3,-3
COc1ccc(CN2CCC(n3nccc3NC(=O)C3CC3)CC2)c(OC)c1OC,-4,-4,2,3,3,7,-0.3,-4,-1,-5
O=C(O)c1ccc(S(=O)(=O)/N=C2\C=C(Nc3ccccc3F)C(=O)c3ccccc32)cc1,-5,4,58*,7,60*,27,-3.0,0,33,-11
C/C(=C\C(=O)O)CC(=O)O,1,-1,1,1,2,7,-1.3,10,1,0
CCn1c(COc2ccccc2OC)nnc1SCC(=O)NC1CCCC1,-3,-1,3,1,1,5,-0.9,-1,-3,2
COC(=O)CNC(c1ccccc1)c1cc(Br)ccc1NC(=O)OCc1ccccc1 (stereo not drawn),4,1,-1,2,0,-30,0.3,-7,4,6
C[C@H](CO)N1C[C@H](C)[C@@H](CN(C)C(=O)c2ccc3c(c2)OCO3)Oc2cc(/C=C/c3ccccc3)ccc2S1(=O)=O,-1,1,-11,3,-4,-36,-1.5,-3,7,-1
COc1ccc(C(=O)NC2CCSc3ccccc32)cc1 (stereo not drawn),0,1,-3,-1,3,-3,-2.3,5,0,-1
COc1cc(C(=O)N/N=C(\Cc2ncc[nH]2)c2ccccc2)cc(OC)c1OC,0,1,20,-6,-2,-1,-1.0,-2,4,-3
Cc1cc(C)cc(C(=O)NN2CCN(C)CC2)c1,3,-1,-4,-1,0,2,-0.9,5,-1,-2
C[N+](C)(C)CCOc1ccc([N+](=O)[O-])cc1,-2,-3,0,1,6,6,-2.2,9,1,-2
CN(C)CCCNC(=O)c1cccc(-c2ccc3nccn3c2)c1,8,2,-3,-3,0,·,0.6,-4,2,1
CC(C)c1cc(C(N)=O)c(NC(=O)C2CCC2)s1,-2,-4,-7,-1,9,-1,-0.4,-2,-1,-6
CCOC(=O)c1c(NC(=O)C2COc3ccccc3O2)sc2c1CCN(Cc1ccccc1)C2 (stereo not drawn),0,-1,-3,1,-4,-18,-1.0,3,3,-1
CCN(C(=O)COC(=O)c1ccc(Cl)nc1)C1CCS(=O)(=O)C1 (stereo not drawn),-1,1,0,2,1,-7,-1.3,3,-1,4
O=S(=O)(NCC1CCCO1)c1cc(Cl)ccc1Br (stereo not drawn),2,-7,2,1,0,-3,1.5,-8,-2,-7
CCCCCOc1cccc(C2C(C(=O)c3cccs3)=C(O)C(=O)N2CCN2CCOCC2)c1 (stereo not drawn),-1,4,9,4,-1,5,4.7,-1,10,3
CC(=O)c1c(C)[nH]c(C(=O)N2CCN(c3ccccn3)CC2)c1C,-4,-2,6,0,-4,-3,-0.6,1,-2,1
Cc1occc1-c1nnc(SCC(=O)N2CCCCC2)o1,-3,1,3,0,-1,8,2.0,-2,-3,-8
COc1ccc2nc(NC(=O)Cc3ccc(OC)c(S(=O)(=O)N4CCOCC4)c3)sc2c1,0,1,-14,-1,-2,-8,-1.5,-2,10,-3
Cc1c(NC2=CC(=O)CCC2)c(=O)n(-c2ccccc2)n1C,2,-2,3,1,3,1,-1.7,-1,3,0
CCOC(=O)N1CCN(C(=O)c2noc3c2COc2ccccc2-3)CC1,-1,0,9,18,-6,1,0.8,-5,-8,4
CCc1ccccc1OCC(=O)OCC(=O)N1CC(=O)Nc2ccccc21,-3,-2,-5,0,-2,-13,0.1,-2,-3,-1
COc1cc(SC)ccc1C(=O)Nc1ccccn1,-2,-1,-4,-2,3,-6,-1.6,1,-2,-3
# Additional structures follow.
SMILES,Rev-erbA mod,PRMT1 inh,mABHD4 FP,UHRF1 MBD2 ctr,LEDGF integ inh,HTRA1 inhibitor,PG9 Ab binder,TCR CD3 inh,rCAG RNA binder,MBD2 DNA inh
Fc1ccc(CN2CCCN(Cc3nc(-c4ccc5c(c4)OCO5)no3)CC2)cc1,-5,-3,-2,-2,-2,-8,0.1,2,-10,-1
CCN(CC)CCNC(=O)c1ccc(NC(=O)c2ccc(F)cc2F)cc1,-6,5,-9,2,-2,-3,1.1,-2,-5,2
CN(Cc1ccccc1)C(=O)COC(=O)CCNC(=O)c1ccccc1Cl,3,0,-2,-1,-1,7,0.9,-7,-6,-6
O=C(NCCc1ccccc1Cl)[C@@H]1CCCN1C(=O)[C@@H](NC(=O)N1CCOCC1)c1ccccc1,-8,4,-3,1,-1,·,-2.6,-4,0,-4
C/C(=C\c1ccc(C(=O)O)cc1)c1ccc2c(c1)C(C)(C)CCC2(C)C,-1,-3,-18,3,3,-1,0.9,-5,11,3
COc1cc2nc(CN3CCOCC3)n(CC(=O)N3CCCCCC3)c(=O)c2cc1OC,-9,-2,-2,0,2,-4,-0.1,-1,-10,0
CCOc1ccc(N(CC(=O)Nc2c(C)n(C)n(-c3ccccc3)c2=O)S(=O)(=O)c2ccc3c(c2)N(C(=O)C2CCC2)CC3)cc1,2,-4,0,0,3,·,·,·,8,-1

# Of the compounds above, 3 contain a cyano group.
SMILES,Rev-erbA mod,PRMT1 inh,mABHD4 FP,UHRF1 MBD2 ctr,LEDGF integ inh,HTRA1 inhibitor,PG9 Ab binder,TCR CD3 inh,rCAG RNA binder,MBD2 DNA inh
COC(=O)c1c(SCc2ccc(C#N)cc2)nc(=O)[nH]c1C,7,-5,5,-2,1,2,1.4,-9,7,-2
CN(C)c1ccnc(SCc2ccccc2Cl)c1C#N,2,0,-2,1,2,-31,-1.1,6,0,3
CCCSc1sc(C(=O)OC)c(-c2cccs2)c1C#N,2,7,-11,8,5,·,-0.6,-5,-2,8

# Compound profiles (already shown). Values in the order: Rev-erbA mod	PRMT1 inh	mABHD4 FP	UHRF1 MBD2 ctr	LEDGF integ inh	HTRA1 inhibitor	PG9 Ab binder	TCR CD3 inh	rCAG RNA binder	MBD2 DNA inh
# Results for Fc1ccc(CN2CCCN(Cc3nc(-c4ccc5c(c4)OCO5)no3)CC2)cc1 → -5	-3	-2	-2	-2	-8	0.1	2	-10	-1
# Results for CCOc1ccc(N(CC(=O)Nc2c(C)n(C)n(-c3ccccc3)c2=O)S(=O)(=O)c2ccc3c(c2)N(C(=O)C2CCC2)CC3)cc1 → 2	-4	0	0	3	·	·	·	8	-1
# Results for CCN(CC)CCNC(=O)c1ccc(NC(=O)c2ccc(F)cc2F)cc1 → -6	5	-9	2	-2	-3	1.1	-2	-5	2
# Results for O=C(NCCc1ccccc1Cl)[C@@H]1CCCN1C(=O)[C@@H](NC(=O)N1CCOCC1)c1ccccc1 → -8	4	-3	1	-1	·	-2.6	-4	0	-4
# Results for CN(Cc1ccccc1)C(=O)COC(=O)CCNC(=O)c1ccccc1Cl → 3	0	-2	-1	-1	7	0.9	-7	-6	-6
